Assay outcomes from PubChem BioAssay.
PAD4 inh – PAD4 (human) enzyme inhibition; inhibition, % at 6.36 µM; recombinant PAD4, RCA probe fluorescence polarization; Q9UM07; 0.41% of 330,000 active;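 active = percent inhibition above a cutoff equal to the mean of all tested compounds plus 3 SD, cut at about 15% in these data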;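 also: 0% = PAD4 with RCA probe and DMSO and 100% = probe without PAD4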
Target sequence (Q9UM07 whole entry, looked up): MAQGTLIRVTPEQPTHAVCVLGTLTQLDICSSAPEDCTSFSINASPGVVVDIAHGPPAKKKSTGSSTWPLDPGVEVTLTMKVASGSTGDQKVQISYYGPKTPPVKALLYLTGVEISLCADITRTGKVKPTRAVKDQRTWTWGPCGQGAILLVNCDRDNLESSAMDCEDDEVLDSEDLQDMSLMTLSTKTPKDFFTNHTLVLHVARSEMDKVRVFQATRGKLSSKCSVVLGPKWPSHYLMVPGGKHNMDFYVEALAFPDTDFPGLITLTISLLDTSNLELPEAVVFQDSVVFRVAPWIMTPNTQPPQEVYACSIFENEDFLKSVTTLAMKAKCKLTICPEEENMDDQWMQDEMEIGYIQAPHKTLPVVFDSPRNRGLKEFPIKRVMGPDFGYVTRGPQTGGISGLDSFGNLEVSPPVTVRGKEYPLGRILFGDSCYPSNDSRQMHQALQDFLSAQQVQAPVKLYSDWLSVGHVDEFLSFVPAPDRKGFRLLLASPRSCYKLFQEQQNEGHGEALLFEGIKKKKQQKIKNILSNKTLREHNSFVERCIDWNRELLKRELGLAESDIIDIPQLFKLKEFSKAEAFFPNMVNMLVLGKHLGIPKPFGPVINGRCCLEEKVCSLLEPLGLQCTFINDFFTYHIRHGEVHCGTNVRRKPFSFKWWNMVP
PAFAH1B2 FP inh – inhibitors of human PAFAH1B2. recombinant PAFAH1B2, FP-rhodamine activity probe, fluorescence polarization. P68402. inhibition, % at 3.39 µM. 1.2% of 340,000 active;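 active = inhibition above the mean of all tested compounds plus 3 SD, cut at about 24% in these data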;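 also: 0% = enzyme with DMSO and 100% = wells lacking PAFAH1B2; many of its hits are not listed in these tables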
Target sequence (P68402 whole entry, looked up): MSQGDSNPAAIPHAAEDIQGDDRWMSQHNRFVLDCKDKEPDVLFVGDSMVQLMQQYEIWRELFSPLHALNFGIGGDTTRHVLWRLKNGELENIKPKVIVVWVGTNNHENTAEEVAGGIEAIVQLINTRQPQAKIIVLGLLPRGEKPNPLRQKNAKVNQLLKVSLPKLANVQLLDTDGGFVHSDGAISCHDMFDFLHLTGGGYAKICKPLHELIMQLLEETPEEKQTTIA
Fam108B inh – Fam108B inhibition, counter-screen for RBBP9 inhibitors; 0.33% of 300,000 active; AID 1947; inhibition, % at 9.51 µM; recombinant Fam108B, FP-Rh probe fluorescence polarization;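 active = inhibition above the screen mean inhibition plus 3 SD, computed separately per campaign, cut at about 18% in these data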;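 also: inhibitors lower polarization as less probe binds the enzyme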
LYPLA1 inh – LYPLA1 (human) inhibition in PME1 counter-screen; O75608; AID 2174; inhibition, % at 5.9 µM; 0.16% of 320,000 active; recombinant LYPLA1, FP-Rh probe fluorescence polarization;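 active = inhibition above the mean of all tested compounds plus 3 SD, set per campaign, cut at about 14% in these data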;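 also: inhibitors block serine hydrolase probe labeling of LYPLA1 so polarization falls; 0% = enzyme with DMSO and 100% = wells lacking LYPLA1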
PAFAH2 FP inh – PAFAH2 (human) inhibition; 0.99% of 340,000 active; recombinant PAFAH2, FP-rhodamine activity probe, fluorescence polarization; inhibition, % at 3.39 µM;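 active = inhibition above the mean over all tested compounds plus 3 SD, cut at about 30% in these data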;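 also: inhibitors block probe labeling of enzyme so polarization drops; 0% = enzyme with DMSO and 100% = wells lacking PAFAH2 protein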
pPAFAH FP inh – inhibitors of human plasma PAF acetylhydrolase (pPAFAH); Q13093; AID 463082; inhibition, % at 3.39 µM; recombinant pPAFAH, FP-rhodamine probe fluorescence polarization; 1.5% of 330,000 active;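 active = inhibition above the mean inhibition across the screen plus 3 SD, cut at about 25% in these data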;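 also: inhibitors block binding of the rhodamine activity-based probe so polarization drops; 0% = enzyme with DMSO and 100% = wells lacking pPAFAH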
GSTO1 counter – counter-screen for RBBP9 inhibitors: inhibitors of human GSTO1. P78417. recombinant GSTO1, activity-based probe fluorescence polarization. inhibition, % at 5.96 µM. 1.1% of 300,000 active;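 active = inhibition above the campaign mean inhibition plus 3 SD, cut at about 35% in these data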;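 also: 0% = GSTO1-1 with DMSO and 100% = wells lacking GSTO1-1 enzyme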
PME-1 primary – blocks human protein phosphatase methylesterase 1 | Q9Y570 | recombinant PME-1, FP-Rh probe fluorescence polarization | inhibition, % at 5.9 µM | 0.53% of 320,000 active | AID 2130;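 active = inhibition above the campaign mean of all compounds plus 3 SD, cut at about 26% in these data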;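 also: competitive labeling of PME-1 active site by serine hydrolase directed probe; 0% = PME-1 with DMSO and 100% = wells lacking PME-1 enzyme; inhibitors block probe labeling so polarization falls and inhibition rises; many of its hits are not listed in these tables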
PAFAH1B3 FP inh – PAFAH1B3 (human) inhibition; Q15102; recombinant PAFAH1B3, FP-rhodamine probe, fluorescence polarization; inhibition, % at 3.39 µM; 0.28% of 340,000 active; AID 492972;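 active = inhibition above the screen-wide average of all tested compounds plus 3 SD, cut at about 25% in these data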;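 also: 0% = enzyme with DMSO only and 100% = wells lacking PAFAH1B3 protein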
Numbers without * were called inactive; nt = not tested or not shown. Not all compounds are listed; the hit share may differ from the screen's.

SMILES	PAD4 inh	PAFAH1B2 FP inh	Fam108B inh	LYPLA1 inh	PAFAH2 FP inh	pPAFAH FP inh	GSTO1 counter	PME-1 primary	PAFAH1B3 FP inh
COc1cccc(NC(=O)C(NCCc2ccc(S(N)(=O)=O)cc2)c2ccccc2)c1 (centres undefined)	-1	0	-3	1	4	1	9	-1	8
Oc1ccc(/C=N/N=C/c2ccc(O)c(O)c2)cc1O	3	0	-9	-10	54*	9	39*	-26	-3
O=C(O)/C=C\c1cccc(-n2nnnc2SCc2ccccc2F)c1	0	16	3	0	-7	5	3	-6	11
NS(=O)(=O)c1ccc(NC(=O)CSc2ncnc3ccccc23)cc1	3	3	-2	-4	-1	5	-4	-1	3
Cc1ccc(S(=O)(=O)N[C@@H](Cc2ccccc2)C(=O)N2CCC[C@@H]2C(=O)O)cc1	-1	9	-1	0	1	4	3	-7	5
CC1CCN(C(=O)CSc2nnc(-c3cc4ccccc4cc3O)n2Cc2ccco2)CC1	4	3	0	-1	-1	4	10	-3	10
Nc1nc(-c2ccccc2)c(N=Nc2cccnc2)s1	3	3	6	0	12	6	13	4	8
CC1(c2cnc(Nc3ccccc3)s2)CCC(=O)O1 (centres undefined)	-3	-3	-1	-1	-9	6	0	2	5
COc1ccc(NC(=O)NC(C)C2CC3CCC2C3)cc1 (centres undefined)	2	17	1	1	6	8	4	8	4
Cc1ccc(S(=O)(=O)N(C)c2ccc(N)cc2)cc1	-1	4	10	4	5	2	1	-3	1
CC(/C=C/c1ccco1)=N/NC(=O)OC(C)(C)C	3	0	2	1	2	3	8	-4	0
Cn1c(=O)n(CCCO)c(=O)c2c1nc1n2CCCN1Cc1ccccc1	-1	0	3	-3	4	5	-4	0	0
Cc1ccnc(NS(=O)(=O)c2ccc(NS(=O)(=O)c3ccccc3)cc2)n1	1	3	1	-2	-5	1	3	-5	8
C=CCNC(=O)c1nc2ccccc2s1	2	2	-1	2	-8	1	7	-1	3
Cc1ccc(CNC(=O)c2cc(-c3ccccc3)nn2CC2CC(c3cccnc3)=NO2)cc1 (centres undefined)	-5	3	-3	-3	6	1	2	-1	7

Full records, looked up by structure.
Record of O=C(O)/C=C\c1cccc(-n2nnnc2SCc2ccccc2F)c1 = PAD4 inh: 0; PAFAH1B2 FP inh: 16; Fam108B inh: 3; LYPLA1 inh: 0; PAFAH2 FP inh: -7; pPAFAH FP inh: 5; GSTO1 counter: 3; PME-1 primary: -6; PAFAH1B3 FP inh: 11
Record of Nc1nc(-c2ccccc2)c(N=Nc2cccnc2)s1 = PAD4 inh: 3; PAFAH1B2 FP inh: 3; Fam108B inh: 6; LYPLA1 inh: 0; PAFAH2 FP inh: 12; pPAFAH FP inh: 6; GSTO1 counter: 13; PME-1 primary: 4; PAFAH1B3 FP inh: 8

(more compounds)
SMILES	PAD4 inh	PAFAH1B2 FP inh	Fam108B inh	LYPLA1 inh	PAFAH2 FP inh	pPAFAH FP inh	GSTO1 counter	PME-1 primary	PAFAH1B3 FP inh
CCOc1cc(/C=N/NC(=O)COc2nc(C)cc(COC)c2C#N)ccc1O	-1	0	-2	-3	16	4	6	2	-1
CCOc1ccccc1NC(=O)NC1(C(=O)NCc2cccnc2)CCCCC1	-2	0	1	-1	-2	6	2	-5	6
O=C(COC(=O)CNC(=O)c1ccccc1)NCc1ccc2c(c1)OCO2	-6	1	nt	nt	6	2	nt	nt	6
COc1cc(OC)c2c(-c3cccc(-c4ccoc4)c3)cc(=O)oc2c1	1	0	nt	nt	6	10	nt	nt	10
O=C(Cc1ccsc1)NCC(=O)Nc1ccccc1Br	0	8	nt	nt	9	0	nt	nt	-6
COC(=O)c1ccccc1Oc1cnc2ccccc2n1	-6	1	3	0	-9	-2	0	-1	4
CSCC(C)N1CCC(CO)(CCc2ccccc2)CC1 (centres undefined)	1	3	1	-3	6	-2	14	1	6
Cc1ccc(N(CC2CO2)S(=O)(=O)c2ccccc2[N+](=O)[O-])cc1 (centres undefined)	4	0	-3	0	-7	-1	87*	7	1
O=c1[nH]cnc2onc(-c3ccc(F)cc3)c12	5	4	1	0	1	2	-4	-4	10
Clc1ccc(Cl)c(OCCCCNCc2ccccc2)c1	0	0	-2	2	2	-1	7	2	-6
O=C(c1ccc(F)cc1)N1CCC(C(=O)N(Cc2ccccc2)c2ccccc2)CC1	3	10	nt	-5	4	-1	nt	-1	5
Cc1ccc(NC(=O)Cn2cnc3c(OCc4ccccc4)ncnc32)cc1C	-1	6	nt	nt	8	-1	nt	nt	0
COC(=O)c1cc(NC(=O)CN2CCC(C(N)=O)(N3CCCCC3)CC2)cc(C(=O)OC)c1	0	4	-2	-3	-6	2	-6	-2	-3
COC(=O)c1c(-c2ccc(Br)cc2)noc1N	0	-7	0	1	-14	3	-4	-2	-15
CC1(C)CC(=O)c2cc(C(=O)NC3CCSC3=O)c(=O)n(-c3ccc(Cl)cc3)c2C1 (centres undefined)	7	-1	-4	-2	-4	-1	1	-1	-8
Cc1ccc(C(=O)n2c(N)nc3ccccc32)cc1	0	5	-1	-4	-4	-2	-2	-5	7
COCCn1c(=S)[nH]c2cc(OC)c(OC)cc2c1=O	43*	2	-3	-2	7	5	-1	-3	6
Cc1cc(N)c(C)c([N+](=O)[O-])c1C	-7	3	2	2	8	5	4	8	-1
CS(=O)(=O)N1CCN(c2ccc(NC(=O)Cc3ccccc3)cc2)CC1	4	0	7	-3	0	4	-4	-1	0
Cc1ccc(NC(=S)N2CCC(NC(=O)c3ccc(C)cc3)CC2)cc1	-2	0	1	4	0	4	2	-1	5
COc1cc(OC)c(OC)cc1/C=C1\SC(N2CCCCC2)=NC1=O	0	3	6	-1	3	7	21	-2	7
c1ccc(Nc2ncnc3[nH]ncc23)cc1	0	nt	5	3	nt	-3	2	0	nt
CCOc1ccc(NC(=O)CN(C)C(=O)CCNC(=O)c2ccccc2Cl)cc1OCC	-4	9	1	3	4	-3	1	-6	8
CC(=O)N(C)c1cccc([N+](=O)[O-])c1	-5	1	-3	-2	0	-3	-1	-4	6
Cc1ccc(F)cc1NC(=O)CN1C(=O)NC(C)(c2ccc3c(c2)OCCO3)C1=O (centres undefined)	-2	2	nt	-1	-4	2	nt	-3	2
CCOC(=O)C1CCN(C(=O)CCS(=O)(=O)c2ccc3c(c2)CC(C)N3C(=O)CC)CC1 (centres undefined)	-2	-3	0	4	-1	0	-4	1	6
COc1ccc(Nc2nc(-c3cccs3)cs2)cc1	-3	nt	7	-11	nt	-1	-3	16	nt
C[C@@H](C(=O)NCCCCCC(=O)O)n1nnc2ccccc2c1=O	1	-2	0	3	0	3	21	3	8
COc1ccc([C@H]2CC(=O)C=C(c3ccc(F)cc3OCc3ccccc3)C2)cc1OC	-6	-6	nt	2	2	3	nt	3	8
CCCN(CC(=O)Nc1ccccc1OC)C(=O)CC1CCCC1	2	7	nt	-1	-2	2	nt	2	6
Cc1ccc(-n2c(N)cc(=O)nc2SCC(=O)NC2CCCCC2)cc1C	-3	2	0	1	-2	-3	2	-1	-6
COc1cccc(/C=N/NC(=O)C(=O)N2CCCCCC2)c1OC	-1	0	1	5	3	5	3	-1	2
O=C(Cc1ccc(NC2=NC3CS(=O)(=O)CC3S2)cc1)Nc1ccc(F)cc1 (centres undefined)	1	5	2	4	1	-3	2	2	-1
O=C(OCc1nc2ccc(Cl)cc2n1CCO)c1ccc(O)cc1	-8	4	0	1	-2	2	-5	-1	11
CCC1(c2ccccc2)NC(=O)N(CC(=O)NC2(C#N)CCCCC2)C1=O (centres undefined)	-1	0	-2	-1	-5	-2	9	-8	7
CN(Cc1cccnc1)C(=O)CCCc1c[nH]c2ccccc12	-5	6	3	4	0	5	-3	2	5
O=c1c(Cl)c(N2CCN(S(=O)(=O)c3ccc(F)cc3)CC2)cnn1-c1cccc(Cl)c1	-1	5	-1	-3	-4	-5	5	-6	10
CCC(OC(=O)c1cc2sccc2n1C)C(=O)NCC1CCCO1 (centres undefined)	0	4	-3	-2	1	-8	-5	-8	8
CC(C)(C)NC(=O)NC(=O)CN1CCN(c2ncc(C(F)(F)F)cc2Cl)CC1	-2	-2	4	-4	-3	2	4	-2	4
Cc1cc(C)n(CC(O)Cn2c(C)c(C)c3ccccc32)n1 (centres undefined)	-17	-4	-34	-9	-3	-9	-23	-27	3
COc1cccc(CNS(=O)(=O)/C=C/c2ccc(OC)c(OC)c2)c1	-6	-4	3	-1	-5	2	3	4	5
Cc1ccc(-c2nn(-c3ccccc3)cc2C=O)o1	17*	0	4	-2	-6	3	5	1	2
N#CC1=C(N)C(C#N)(C#N)[C@H](c2ccncc2)[C@H]2CN(C(=O)OCc3ccccc3)CC=C12	-1	3	5	2	-12	11	17	16	0
CCOC(=O)N1CCN(C(=O)c2cnn3c(C(F)F)cc(-c4ccc(C)cc4)nc23)CC1	-10	-1	-14	3	-3	2	-4	-8	0
COc1cccc(NC(=O)CCNC(=O)N2CC(=O)Nc3ccccc32)c1	2	0	1	-1	6	1	-1	-1	9

Nothing new here: entries from further up.
SMILES	PAD4 inh	PAFAH1B2 FP inh	Fam108B inh	LYPLA1 inh	PAFAH2 FP inh	pPAFAH FP inh	GSTO1 counter	PME-1 primary	PAFAH1B3 FP inh
Cn1c(=O)n(CCCO)c(=O)c2c1nc1n2CCCN1Cc1ccccc1	-1	0	3	-3	4	5	-4	0	0
Cc1ccnc(NS(=O)(=O)c2ccc(NS(=O)(=O)c3ccccc3)cc2)n1	1	3	1	-2	-5	1	3	-5	8
C=CCNC(=O)c1nc2ccccc2s1	2	2	-1	2	-8	1	7	-1	3
Cc1ccc(CNC(=O)c2cc(-c3ccccc3)nn2CC2CC(c3cccnc3)=NO2)cc1 (centres undefined)	-5	3	-3	-3	6	1	2	-1	7
CCOc1cc(/C=N/NC(=O)COc2nc(C)cc(COC)c2C#N)ccc1O	-1	0	-2	-3	16	4	6	2	-1
CCOc1ccccc1NC(=O)NC1(C(=O)NCc2cccnc2)CCCCC1	-2	0	1	-1	-2	6	2	-5	6
O=C(COC(=O)CNC(=O)c1ccccc1)NCc1ccc2c(c1)OCO2	-6	1	nt	nt	6	2	nt	nt	6
COc1cc(OC)c2c(-c3cccc(-c4ccoc4)c3)cc(=O)oc2c1	1	0	nt	nt	6	10	nt	nt	10
O=C(Cc1ccsc1)NCC(=O)Nc1ccccc1Br	0	8	nt	nt	9	0	nt	nt	-6
COC(=O)c1ccccc1Oc1cnc2ccccc2n1	-6	1	3	0	-9	-2	0	-1	4
CSCC(C)N1CCC(CO)(CCc2ccccc2)CC1 (centres undefined)	1	3	1	-3	6	-2	14	1	6
Cc1ccc(N(CC2CO2)S(=O)(=O)c2ccccc2[N+](=O)[O-])cc1 (centres undefined)	4	0	-3	0	-7	-1	87*	7	1

Next compounds:
SMILES	PAD4 inh	PAFAH1B2 FP inh	Fam108B inh	LYPLA1 inh	PAFAH2 FP inh	pPAFAH FP inh	GSTO1 counter	PME-1 primary	PAFAH1B3 FP inh
Cc1cc(=O)oc2cc(OCC(=O)N3CCOCC3)c(Cl)cc12	0	2	nt	nt	3	1	nt	nt	5
O=C(COC(=O)c1cncc(Br)c1)Nc1ccc2c(c1)OCO2	3	6	1	-1	23	7	5	3	6
CCN(Cc1ccccc1)C(=O)C1CCN(Cc2ccc(SC)cc2)CC1	-2	4	-2	0	2	-2	-6	5	3
O=C(Nc1ccc(Cl)cc1)c1ccc2snnc2c1	1	-1	-1	-10	-4	-2	-9	1	2
CC(=O)N1C(c2ccccc2)CC(=O)OC1c1ccc2c(c1)OCO2 (centres undefined)	-6	-4	3	1	1	-4	3	-2	-1
